# Hsp70 inhibitors = small molecules displacing fluorescent ligand from Hsp70 – biochemical, fluorescence polarization, primary screen (AID 583) | displacement, % at 20 µM; hits with a dose series show IC50 in µM | 140,000 compounds, 0.06% hits | Hsp70 fluorescence polarization probe displacement, mP; higher % means a stronger effect; in the data active = displacement above about 50%;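 also: plate controls were vehicle for no effect and reference ligand for full effect; a part of the inactive calls stands beside numbers as strong as those of hits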
# Rat MKP-3 inhibitors = MKP-3 phosphatase inhibitors, primary screen, biochemical, rat enzyme, in vitro (AID 425). recombinant MKP-3 phosphatase activity, fluorescence; higher % means a stronger effect. 110,000 compounds, 0.17% hits. one-dose inhibition, % at 20 µM; IC50 in µM for titrated hits; in the data active = inhibition above about 50%;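 also: plate controls were vehicle for no effect and reference inhibitor for full effect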
# * = called active by the depositor; x = not tested or not shown; & = joins results of further samples. Not all compounds are listed; the hit share may differ from the screen's.
SMILES,Hsp70 inhibitors,Rat MKP-3 inhibitors
COc1ccc(-n2nnnc2SCC(=O)Nc2nc3c(s2)CCCC3)cc1,-1.5%,x
O=C(Cn1nnc(-c2ccc3c(c2)OCO3)n1)NCc1ccco1,x,-19%
CCOC(=O)c1c(NC(=O)CSc2nc(C)cc(C)c2C#N)sc(C(C)=O)c1C,-4.1%,3%
O=c1oc2cc(OC/C=C/c3ccccc3)ccc2cc1-c1ccccn1,-8.1%,4%
Cc1noc(NS(=O)(=O)c2ccc(N/C=C/C(=O)c3cccnc3)cc2)c1C,4.8%,2%
O=C(Nc1ccccc1C(=O)N1CCOCC1)c1ccc(Cl)cc1,-0.7%,3%
Cc1ccc(-c2cc(C(F)(F)F)n3ncc(C(=O)N4CCN(C)CC4)c3n2)cc1,-5.0%&-1.8%,5%&2%
NC(=O)c1ccc(NC(=O)c2ccccc2C(=O)O)cc1,-1.7%,3%
CNC(=O)NC(=O)CSc1cccc(C(F)(F)F)c1,-2.5%,7%
O=C(c1cc(F)c(F)cc1Cl)N1CCOCC1,-2.5%,-2%
COc1ccc(NC(=O)CN(c2cccc(Cl)c2)S(C)(=O)=O)cc1,-4.2%,2%
CN(c1ccccc1)c1ccc(C2NN=C(c3ccccc3)S2)cc1 (centres undefined),3.3%,0%
N#C/C(=C\c1ccc(-c2ccc(Cl)c(Cl)c2)o1)c1ccccc1,-9.3%,7%
O=C(Nc1ccc(S(=O)(=O)Nc2nccs2)cc1)c1cc(-c2ccc(Br)cc2)nc2ccccc12,2.1%,-1%
CCOC(=O)c1sc(NC(=O)c2ccc(Br)s2)nc1-c1ccccc1,-0.9%,3%
Cc1cc2ncn(/N=C/c3cc(Br)ccc3O)c2cc1C,-2.3%,1%
O=C(CCN1Cc2ccccc2C1)c1ccc2c(c1)OCCO2,4.2%,-11%
CCOC(=O)CCCn1ncn2c(cc3occc32)c1=O,7.5%,x
CC1=C(C(=O)N(C)C)C(c2cccs2)NC(=O)N1 (centres undefined),2.0%,x
COc1ccc(C2(O)CC3CCC(C2)N3c2nc(C)cc(C)c2C#N)cc1 (centres undefined),5.0%,4%
COc1ccc(S(=O)(=O)N2c3cc(Cl)ccc3Oc3nc4ccccc4nc32)cc1,4.1%,x
Cc1ccc(NC(=O)Cn2cnc3c(=O)n(C)c(=O)n(C)c32)c(C)c1,2.7%,-2%
O=C(O)C1C2C=CC(C2)C1C(=O)NCCCn1ccnc1 (centres undefined),-0.3%,4%
O=C(Cn1c2ccccc2c(=O)c2ccccc21)N/N=C/c1cc([N+](=O)[O-])ccc1N1CCCCC1,-1.8%,16%
O=C(CCn1nc(-c2ccc(Cl)cc2)ccc1=O)N1CCN(c2ccccn2)CC1,2.7%,1%
# (further entries)
SMILES,Hsp70 inhibitors,Rat MKP-3 inhibitors
Cn1c(=O)c2c(ncn2CC(=O)N2CCN(c3ccccc3F)CC2)n(C)c1=O,2.0%,-1%
O=C(CCC1CCCC1)NCc1ccccn1,4.6%,-6%
COc1cc(NC(=O)c2cccnc2)ccc1NC(=O)c1ccco1,0.9%,2%
Nc1ccc(N2CCCCC2)cc1N1CCCCC1,-6.1%,-6%
O=C(Cc1ccccc1)NN=C1c2ccccc2-c2ccccc21,-1.6%,1%
Cc1cc(C(=O)Nc2ccc3c(c2)OCCO3)c(C)o1,0.4%,-4%
Brc1ccccc1Cn1c(-c2cncs2)nc2ccccc21,5.2%,-11%
O=C(Nc1ccc(NC(=O)c2ccco2)cc1)c1cnccn1,4.0%,1%
CCCCn1cc(C(=O)c2cc(Br)ccc2O)cc(C#N)c1=O,-0.2%,x
COC(=O)c1sc(NC(=O)C(Sc2ccccc2)c2ccccc2)c(C#N)c1C (centres undefined),-2.1%,0%
O=C(NC1CCS(=O)(=O)C1)c1ccc(S(=O)(=O)NCC2CCCO2)cc1 (centres undefined),7.8%,-1%
CCOc1ccccc1C(=O)NC(CO)C(=O)O (centres undefined),-4.4%,x
CC(C)c1nc2sc3c(NCc4ccco4)ncnc3c2c2c1COC(C)(C)C2,-2.4%,-5%
CCCCn1c(SCc2nnc(-c3ccccc3)o2)nc2c1c(=O)n(C)c(=O)n2C,2.6%,2%
CC(=O)Nc1cccc(C(=O)Oc2cccc(C)c2)c1O,65%,1%
O=S(=O)(Oc1ccccc1)c1ccc2c(c1)Cc1cc(S(=O)(=O)Oc3ccccc3)ccc1-2,-3.4%,-1%
Cc1nc2ccccc2n1CC(=O)NCCN1CCOCC1,-1.3%,x
COc1ccc(CCNC(=O)C2CCCCC2C(=O)O)cc1 (centres undefined),-1.1%,1%
CN(C)S(=O)(=O)N=C1C=CC(=NS(=O)(=O)N(C)C)C=C1,11%,10%
CC(C)(C)c1ccc(C(=O)NC2CCCC2)cc1,1.5%,0%
CCc1ccc(C2C(C(=O)OC)=C(C)NC3=C2C(=O)CC(C)(C)C3)s1 (centres undefined),3.8%,0%
CCN1CCN(c2ncc3c(n2)CC(c2ccc(OC)c(OC)c2)CC3=O)CC1 (centres undefined),11%,0%
O=C(N(c1cccc(C(F)(F)F)c1)C1C=CS(=O)(=O)C1)C(Cl)(Cl)Cl (centres undefined),-3.3%,2%
CC(Nc1ccc(Br)cn1)c1cc(Cl)ccc1O (centres undefined),-2.0%,-4%
CCCOc1ccc2c3c(c(=O)oc2c1OCCC)CCCC3,-3.7%&-0.9%,4%

# Random excerpt: 4 entries already listed
SMILES,Hsp70 inhibitors,Rat MKP-3 inhibitors
COc1ccc(C2(O)CC3CCC(C2)N3c2nc(C)cc(C)c2C#N)cc1 (centres undefined),5.0%,4%
O=C(CCC1CCCC1)NCc1ccccn1,4.6%,-6%
Cc1ccc(-c2cc(C(F)(F)F)n3ncc(C(=O)N4CCN(C)CC4)c3n2)cc1,-5.0%&-1.8%,5%&2%
Cc1cc(C(=O)Nc2ccc3c(c2)OCCO3)c(C)o1,0.4%,-4%

# (more compounds)
SMILES,Hsp70 inhibitors,Rat MKP-3 inhibitors
O=C(COc1ccc(S(=O)(=O)NC2CCCCC2)cc1)NC1CCCCC1,-3.9%,x
COc1ccccc1N(CC(=O)Nc1ccc2c(c1)OCO2)S(=O)(=O)c1ccccc1,-0.3%,-13%
Cc1ccc(C2CC(=O)Nc3c2cc(Br)c2ccccc32)s1 (centres undefined),-2.2%,2%
Cc1nc(Nc2ccccc2)[nH]c(=O)c1CCC(C)C,-2.3%,3%
Cc1cc([N+](=O)[O-])ccc1-c1ccc(C(=O)NC(C)(C)C)o1,-4.4%,4%
COc1ccc(-c2nn(-c3ccccc3)cc2C(=O)Nc2nccs2)cc1,5.6%,x
CCOc1ccc(N(CC)C(=O)COc2cc(=O)n(C)c3ccccc23)cc1,-5.7%,-1%
COc1cc(/C=C(/C#N)c2nc3ccccc3[nH]2)ccc1OC(C)C,0.1%,0%
O=C(c1ccc(N2CCN(C(=O)c3ccc(F)cc3)CC2)cc1)c1cccc(F)c1,-1.2%,1%
COc1ccc(S(=O)(=O)N2CCCC2C(=O)Nc2nc3c(s2)CCCC3)cc1 (centres undefined),-3.5%,-12%
CC1CC1C(=O)Nc1nc(-c2ccccc2)cs1 (centres undefined),2.0%,x
Cc1ccc(S(=O)(=O)CC(=O)Nc2ccc(S(=O)(=O)Nc3onc(C)c3C)cc2)cc1,1.7%,-3%
Cc1nnc(C)n1/N=C\c1ccc(C(F)(F)F)cc1,-4.5%,1%
COc1cc([N+](=O)[O-])ccc1-c1ccc(/C=C2/C(C)=C(C#N)c3nc(N)c(C#N)c(C)c32)o1,2.7%,9%
O=C(N/N=C/c1ccc(F)cc1)c1cc(Cl)cc(Cl)c1O,3.4%,0%
CCc1cccc(OCCOCCN2CCCC2)c1,-0.1%,x
COc1ccc(CCC(=O)NCc2cnn(C)c2)cc1,-2.1%,1%
COc1ccc(C2(O)CCN(C(=O)c3ccc4c(c3)OCO4)CC2)cc1,6.5%,1%
COc1cc(/C=C2\SC(N3CCCCCC3)=NC2=O)cc(OC)c1OC,1.7%,2%
CCN1C(=O)c2ccc(C(=O)NCc3ccc4c(c3)OCO4)cc2C1=O,8.2%,x
Cc1n[nH]c(C)c1S(=O)(=O)N(CC(=O)N1CCc2ccccc21)c1ccc(C(C)C)cc1,-5.1%,-6%
COc1cccc(-c2nnc(SCC(N)=O)n2-c2ccc(Cl)cc2)c1,8.0%,1%
COc1ccc(-n2cnc3cc(NCc4cccs4)ccc32)cc1,1.1%,-13%
CCC(=O)N1c2ccccc2NC2=C(C(=O)CCC2)C1c1ccccc1 (centres undefined),0.7%,x
Cc1c(NC(=O)c2cccc(NC(=O)c3ccco3)c2)cccc1C(=O)O,-0.1%,-6%

# Three compounds already listed, ordered by the number in Rat MKP-3 inhibitors, descending:
SMILES,Hsp70 inhibitors,Rat MKP-3 inhibitors
Cc1cc([N+](=O)[O-])ccc1-c1ccc(C(=O)NC(C)(C)C)o1,-4.4%,4%
Cc1nnc(C)n1/N=C\c1ccc(C(F)(F)F)cc1,-4.5%,1%
COc1ccccc1N(CC(=O)Nc1ccc2c(c1)OCO2)S(=O)(=O)c1ccccc1,-0.3%,-13%

# Compounds above containing a nitro group on carbon, in the order listed:
SMILES,Hsp70 inhibitors,Rat MKP-3 inhibitors
O=C(Cn1c2ccccc2c(=O)c2ccccc21)N/N=C/c1cc([N+](=O)[O-])ccc1N1CCCCC1,-1.8%,16%
Cc1cc([N+](=O)[O-])ccc1-c1ccc(C(=O)NC(C)(C)C)o1,-4.4%,4%
COc1cc([N+](=O)[O-])ccc1-c1ccc(/C=C2/C(C)=C(C#N)c3nc(N)c(C#N)c(C)c32)o1,2.7%,9%

# (next part)
SMILES,Hsp70 inhibitors,Rat MKP-3 inhibitors
CCN(CC)C(=O)C1CC(=O)N(c2ccc(OC)cc2)C1c1ccc(OC)cc1 (centres undefined),-4.1%,x
O=C(CCCN1C(=O)c2cccc3cccc(c23)C1=O)OC/C=C/c1ccccc1,5.0%,0%
Cn1nnc2cc(C(=O)Nc3cccnc3)ccc21,4.7%,4%
CCOC(=O)C1=C(N)OC2=C(C(=O)CC(C)(C)C2)C1c1ccco1 (centres undefined),2.0%,-7%
C/C(=N\O)C1(C)N(O)C(C)(C)C(c2ccco2)=[N+]1[O-] (centres undefined),5.5%,7%
O=C(CN1C(=O)c2ccccc2C1=O)Nc1ccc(C(=O)Nc2cccc(O)c2)cc1,-6.2%,3%
Nc1nnc(SCC(=O)Nc2ccccc2N2CCOCC2)s1,8.5%,-15%
O=c1nc(NCc2ccco2)sc2ncccc12,2.2%,-3%
Cc1cc(=O)oc2cc(OCC(=O)N3c4ccccc4CC3C)ccc12 (centres undefined),-0.8%,-7%
O=C(NC(Cc1c[nH]c2ccccc12)C(=O)OCC(=O)c1cccc([N+](=O)[O-])c1)Oc1ccccc1 (centres undefined),-4.7%,0%
Cc1ccccc1C(=O)Nc1sc2c(c1C(N)=O)CCCCC2,-1.0%,4%
CCOc1ccc(NC(=O)c2cn(-c3ccc(OCC)cc3)c(=O)c3cc(OC)c(OC)cc23)cc1,-3.2%,x
NC(=O)C1CC(=O)N(c2ccc(OCC(=O)Nc3cccc(C(F)(F)F)c3)cc2)C1 (centres undefined),-2.3%,-9%
Cc1cc(C(=O)OCC(=O)N2CC(=O)Nc3ccccc32)no1,5.9%,0%
COc1ccccc1N1CCN(C(=O)c2cc(C3CC3)on2)CC1,9.1%,-5%
O=C(C1CCCO1)N1CCN(c2c3c(nc4cc(-c5ccc(F)cc5)nn24)CCC3)CC1 (centres undefined),2.9%,-15%
COc1cc(C2N(c3ccc(Cl)cc3)C(=O)C3CCCN32)cc(OC)c1OC (centres undefined),-1.0%,-4%
O=C(NCCN1C(=O)c2ccccc2C1(O)c1ccc(Cl)cc1)Nc1ccccc1 (centres undefined),0.0%,1%
CCC12CN3CC(CC)(CN(C1)C3c1ccc(OC(C)C)cc1)C2=O (centres undefined),-2.8%,x
CCOC(=O)c1ccc(N2C(=O)c3n[nH]c(C)c3C2c2ccc(OC)c(OC)c2)cc1 (centres undefined),-4.8%,1%
O=C(Nc1cccc(C(F)(F)F)c1)C1C2CC3OC(=O)C1C3C2 (centres undefined),11%,-3%
Clc1ccc2c(c1)[C@H]1OCC[C@H]1[C@@H](c1ccco1)N2,-0.2%,2%
COc1cc(-c2cc(C(=O)O)c3cc4c(cc3n2)OCCO4)cc(OC)c1OC,3.1%,x
CN(C)c1ccc(C(C2=C(O)CC(C)(C)CC2=O)C2=C(O)CC(C)(C)CC2=O)cc1,3.0%,3%
Cc1ccc(C(=O)Nc2ccccc2C(=O)N2CCCCC2C)cc1 (centres undefined),0.8%,0%
# Next records follow.
SMILES,Hsp70 inhibitors,Rat MKP-3 inhibitors
NC1=NC(=O)/C(=C/c2ccc(OS(=O)(=O)c3ccc([N+](=O)[O-])cc3)c(Br)c2)S1,3.2%,4%
Cc1ccc(Nc2nc(N)nc(CN3CCN(C)CC3)n2)cc1C,0.8%,-11%
NS(=O)(=O)c1ccc(CNC(=S)Nc2ccccc2)cc1,0.9%,2%
CC1=NN(c2ccccc2)C(=O)/C1=C/c1cc(C)n(-c2cccnc2)c1C,-0.5%,0%
COc1cccc(CN2CCN(C(=O)c3cccc4ccccc34)CC2)c1OC,-5.3%,-12%
COc1ccc(/C=C2/SC(=O)NC2=O)c(OC)c1,0.6%,2%
CN(C)c1ccc(NC2=NS(=O)(=O)c3ccccc32)cc1,8.7%,-8%
CN(C)c1ccc(NC(=O)CSCc2nc3c(nnn3Cc3ccc(F)cc3)c(=O)[nH]2)cc1,2.4%,4%
CCOC(=O)C1=C(N)n2c(s/c(=C\c3cccnc3)c2=O)=C(C#N)C1c1cccnc1 (centres undefined),4.0%,0%
Cc1cc(C)c(C(=O)OCCNC(=O)c2cccnc2)cc1C,1.4%,-14%
S=c1[nH]nc2c3c4c(sc3n3c(=S)[nH]nc3n12)CCC4,27%,41%
Oc1ccc2c(c1)oc1cc(O)ccc12,5.7%,-1%
COc1ccccc1NC(=O)CSc1nnc(C)o1,-3.3%,3%

# Bioassay records (PubChem)
